Screening data: PubChem, several laboratories
hgDAF-12 ag: H. glycines DAF-12 receptor agonists, primary screen, cell-based, luminescence, HEK293, GAL4 fusion, UAS-luciferase | hit rate 1.8% among 370,000 | HEK293 GAL4-hgDAF12 UAS-luciferase reporter, agonist luminescence; normalized to butyrate control | activation, % at 6.8 µM | Nuclear hormone receptor DAF-12 (Heterodera glycines), GAL4 fusion | AID 687014, 2013;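 active means activation above a cutoff set at the mean of all screened compounds plus 3 SD, cut at about 10% in these data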;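 further: 0% = DMSO wells and 100% = sodium butyrate wells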
PG9 Ab binder: binders of HIV-1 gp120 antibody PG9, primary screen, biochemical, TR-FRET; HIV-1 gp120 / PG9 antibody interaction; TR-FRET gp120-PG9 antibody binding; inhibition, % at 6.7 µM; hit rate 0.43% among 360,000; AID 624416, 2012; in the data active means inhibition above about 8.5%
ADAM17 inh: ADAM17 inhibitors, primary screen, biochemical, QFRET | Disintegrin and metalloproteinase domain-containing protein 17 (Homo sapiens), P78536 | recombinant ADAM17, EDANS/DABCYL FRET peptide cleavage | inhibition, % at 6.95 µM | hit rate 0.83% among 370,000 | AID 720648, 2013;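 active means inhibition above the mean of compounds lying between control limits plus 3 SD, set per campaign, cut at about 8.5% in these data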;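 further: 0% = DMSO-only wells as the low control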
SMARCA2 activ: SMARCA2 (BRM) function activators, primary screen, cell-based, luminescence, high throughput; hit rate 1% among 370,000; activation, % at 9.1 µM; AID 652017, 2013; MG213 cells, MMTV-luciferase reporter, dexamethasone, overnight; in the data active means activation above about 7.8%;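 further: 0% = vehicle wells and 100% = reference activator wells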
DAX1 inh-1: DAX1 (NR0B1) inhibitors, primary screen, cell-based, HEK293, Gal4-DAX1, luciferase luminescence; Nuclear receptor subfamily 0 group B member 1 (Homo sapiens), P51843; HEK293 Gal4-DAX1 luciferase reporter; inhibition, % at 6.75 µM; hit rate 0.99% among 340,000; AID 504766, 2011;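 active means inhibition above the mean over all tested compounds plus 3 SD, cut at about 4.2% in these data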;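 further: 0% = DAX1-transfected cells with DMSO and 100% = empty-vector control cells with DMSO; inhibition shows as a rise in luminescence from relieved DAX1 repression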
Target sequence (P51843 207-470 limits assumed): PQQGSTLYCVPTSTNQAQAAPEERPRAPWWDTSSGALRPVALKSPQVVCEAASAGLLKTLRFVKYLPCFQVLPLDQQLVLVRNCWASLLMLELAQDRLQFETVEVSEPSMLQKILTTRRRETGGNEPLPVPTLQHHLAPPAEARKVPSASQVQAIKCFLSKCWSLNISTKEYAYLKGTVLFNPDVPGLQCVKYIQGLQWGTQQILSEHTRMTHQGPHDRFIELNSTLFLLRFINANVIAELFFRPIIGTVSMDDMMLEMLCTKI
ADAM10 inh: human ADAM10 inhibitors, primary screen, biochemical, QFRET, HTS; recombinant ADAM10, EDANS/DABCYL FRET peptide cleavage, 3 h; Disintegrin and metalloproteinase domain-containing protein 10 (Homo sapiens), O14672; inhibition, % at 7 µM; hit rate 0.62% among 370,000; AID 720582, 2013;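 active means inhibition above a per-campaign cutoff equal to the mean of compounds falling between control-based bounds plus 3 SD, cut at about 20% in these data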;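 further: 0% = DMSO wells while the 100% control is not disclosed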
Target sequence (O14672 214-748 limits assumed): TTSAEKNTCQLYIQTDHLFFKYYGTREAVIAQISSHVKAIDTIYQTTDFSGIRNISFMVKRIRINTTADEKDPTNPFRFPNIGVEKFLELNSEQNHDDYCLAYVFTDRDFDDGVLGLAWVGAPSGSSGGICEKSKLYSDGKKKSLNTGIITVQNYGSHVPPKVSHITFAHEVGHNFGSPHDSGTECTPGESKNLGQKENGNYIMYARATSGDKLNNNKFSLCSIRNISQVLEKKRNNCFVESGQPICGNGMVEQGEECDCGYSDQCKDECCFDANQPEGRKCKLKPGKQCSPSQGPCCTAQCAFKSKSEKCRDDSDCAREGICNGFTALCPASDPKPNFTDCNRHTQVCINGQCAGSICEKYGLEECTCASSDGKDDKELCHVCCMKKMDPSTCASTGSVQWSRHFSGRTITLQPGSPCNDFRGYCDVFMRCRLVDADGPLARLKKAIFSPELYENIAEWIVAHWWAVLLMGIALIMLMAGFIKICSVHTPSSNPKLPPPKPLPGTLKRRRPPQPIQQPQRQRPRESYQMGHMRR
GC-A act: GC-A stimulated cGMP production enhancers – HEK293 GC-A cells, cGMP TR-FRET, EC30 ANP, primary screen | Atrial natriuretic peptide receptor 1 (Homo sapiens), P16066 | 0% at EC30 ANP, 100% saturating ANP | activation, % at 10 µM | hit rate 0.14% among 370,000 | AID 1671463, 2021; in the data active means activation above about 40%
FXN GAA850 act: FXN promoter activators, primary screen, cell-based, luciferase luminescence, HEK293 lucGAA850; HEK293 lucGAA850 FXN promoter luciferase reporter, 24 h; percent of 10 µM SAHA response; activation, % at 6 µM; hit rate 0.56% among 360,000; AID 540364, 2011;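 active means activation above the average of all compounds screened plus 3 SD, cutoff fixed separately per campaign, cut at about 7.5% in these data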;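 further: 0% = DMSO wells and 100% = 10 µM SAHA wells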
hcDAF12 agonist: H. contortus DAF-12 nuclear receptor activators, primary screen, cell-based, luminescence, HEK293, lit1-tk-luc reporter. HEK293 hcDAF-12 lit1-tk-luc reporter; 0% DMSO, 100% Δ7-dafachronic acid. activation, % at 6.8 µM. hit rate 1.4% among 370,000. AID 652067, 2013;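 active means activation above the mean of all tested compounds plus 3 SD, cut at about 5.5% in these data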;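 further: 100% = response to 3 µM Δ7-dafachronic acid high control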
DAX1 inh-2: DAX1 (NR0B1) inhibitors on StAR promoter, primary screen, cell-based, luminescence, SF-1 (NR5A1), full-length DAX-1; HEK293T StAR-luciferase reporter, SF-1/DAX-1 repression relief; AID 652010, 2013; hit rate 1.1% among 370,000; inhibition, % at 6.8 µM;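 active means inhibition above the mean over all tested compounds plus 3 SD, cut at about 3.6% in these data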;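 further: 0% = DAX-1 cells with DMSO and 100% = cells lacking DAX-1 with DMSO; higher inhibition means more luminescence from relief of DAX-1 repression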
ssDAF12 agonist: S. stercoralis DAF-12 nuclear receptor activators, primary screen, cell-based, luminescence, HEK293, GRIP1 co-expression, lit1-tk-luc | Nuclear hormone receptor DAF-12 (Strongyloides stercoralis) | HEK293 ssDAF-12/GRIP1 lit1-tk-luc reporter; % of 3 µM dafachronic acid response | activation, % at 6.8 µM | hit rate 1% among 370,000;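 active means activation above the mean over all tested compounds plus 3 SD, cut at about 0.9% in these data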;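 further: 0% = DMSO-only wells and 100% = 3 µM delta7-dafachronic acid wells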
* = called active by the depositor; i = inactive; · = not tested or not shown.

SMILES | hgDAF-12 ag | PG9 Ab binder | ADAM17 inh | SMARCA2 activ | DAX1 inh-1 | ADAM10 inh | GC-A act | FXN GAA850 act | hcDAF12 agonist | DAX1 inh-2 | ssDAF12 agonist
Cc1c(C(=O)N2CCN(Cc3ccccc3)CC2)sc2ncnc(N3CCOCC3)c12 | 0.5 | -2.4 | 2 | 0 | 0.6 | 4 | 0 | 0.0 | -2.2 | 0.2 | -0.9
O=C(O)/C=C\C(=O)NCc1cccnc1 | -2.3 | 0.8 | -3 | -3 | -0.6 | -10 | 0 | 0.6 | -1.3 | 0.0 | -1.5
COc1ccc(NC(=O)c2ccc(C#N)cc2)cc1NS(=O)(=O)c1ccc(F)cc1 | 1.7 | -0.3 | -3 | -2 | -1.6 | 3 | 2 | -0.4 | -3.1 | -0.6 | -1.5
COc1cc2[nH]c(=O)c(C(=O)NCCCN3CCCCC3)c(O)c2cc1OC | 1.4 | 0.5 | -76 | 3 | 1.0 | -414 | -2 | 0.9 | -0.5 | 1.9 | -0.8
COc1ccc(C)cc1NC(=O)C(c1ccccc1)N1CCN(CC(=O)NC2CC2)CC1 (centres undefined) | -0.1 | 0.5 | -2 | -1 | -0.3 | -2 | -7 | -0.2 | -1.1 | -0.1 | -0.6
Cc1ccc(S(=O)(=O)NN=Cc2ccc(N3CCOCC3)cc2)cc1[N+](=O)[O-] | -2.4 | -0.3 | -2 | 1 | 0.4 | -24 | 1 | 0.5 | 0.7 | 2.2 | -0.4
CCOc1ccc(N2C(=O)CC(N3CCOCC3)C2=O)cc1 (centres undefined) | -1.8 | 0.5 | 3 | -2 | -0.9 | -5 | -2 | 1.9 | -2.0 | 0.8 | -1.5
COc1cc(/C=N/NC(=O)c2ccc3nc[nH]c3c2)cc(OC)c1OC(C)=O | 0.3 | 0.3 | 3 | -4 | 0.1 | 4 | -4 | 0.0 | -1.4 | -0.5 | -1.3
CCOc1ccc(NC(=O)CCN2CCN(C)CC2)cc1 | 0.3 | -0.2 | -4 | 0 | 1.5 | -8 | 4 | 1.3 | 0.4 | 0.3 | -1.2
COc1ccc(S(N)(=O)=O)cc1C(=O)NC1CCCc2ccccc21 (centres undefined) | 1.5 | -0.1 | -1 | -2 | 1.9 | 12 | 3 | 1.0 | 0.3 | 0.4 | -0.7
CN1CCC(N(C)C(=S)NC(=O)c2cc(-c3cccc(Br)c3)nc3ccccc23)CC1 | 3.2 | -0.9 | -3 | 1 | 0.2 | -6 | 1 | 1.6 | -1.1 | 0.2 | -0.9
COc1ccc(OCC(=O)N/N=C(\C)CC(=O)Nc2ccc(OC)cc2[N+](=O)[O-])cc1 | 0.0 | -0.9 | 0 | 8.7* | 0.2 | 10 | · | -1.3 | -0.3 | -0.4 | -0.3
O=C(CCN1C(=O)/C(=C/c2ccccc2Cl)SC1=S)NNC(=O)c1ccccc1O | -2.4 | -3.0 | 6 | 0 | 0.1 | 18 | -1 | 0.1 | -0.9 | 0.2 | -0.9
CCCCCC(=O)Nc1ncc2c(n1)CC(c1cccs1)CC2=O (centres undefined) | -0.5 | 0.4 | -1 | -4 | · | 2 | -2 | 0.1 | -0.2 | 0.7 | -0.7
CC1(C)CC(=O)c2cn3nc(C(F)(F)F)nc3nc2C1 | -0.4 | -1.1 | -2 | -1 | -0.4 | -5 | 2 | -2.6 | 0.1 | 0.7 | -0.5
CCCNC(=O)C(Cc1ccccc1)NS(=O)(=O)c1ccc2c(c1)CCC(=O)N2 (centres undefined) | 0.2 | -1.0 | -2 | 0 | 1.2 | -15 | 2 | -0.3 | -1.0 | -1.5 | -0.3
CC(CCc1ccccc1)NC(=O)c1ccc(-n2cncn2)c([N+](=O)[O-])c1 (centres undefined) | 0.0 | -0.1 | -2 | -1 | -1.0 | 1 | -6 | -1.5 | 0.1 | -0.3 | -1.1
CCOc1cc(C(=O)Nc2ccc([N+](=O)[O-])cn2)cc(OCC)c1OCC | 0.4 | 0.3 | 1 | 4 | 0.5 | 2 | 0 | -0.5 | -2.9 | 0.2 | -1.8
Cc1ccc(OCC(=O)N2CCN(C(=O)c3cccnc3)CC2)cc1 | -2.5 | 0.0 | 1 | -2 | -0.6 | 2 | 9 | 0.5 | -1.0 | -0.1 | -1.3
OCc1cccc(-c2csc(C(O)(c3ccccc3)C(F)(F)F)n2)c1 (centres undefined) | -1.2 | -1.0 | 3 | -4 | · | 11 | 1 | 1.4 | -1.6 | -1.2 | -1.4
Cc1c(Cl)cnc(NC(=O)COC(=O)CCc2nc3ccccc3s2)c1Cl | 4.7 | -0.4 | 0 | 9.3* | 1.5 | 11 | -1 | -0.4 | -0.1 | -0.1 | -0.9
Cc1ccc(S(=O)(=O)c2nc(-c3ccco3)oc2SCC(=O)NCC2CCCO2)cc1 (centres undefined) | -0.9 | -1.2 | -1 | -4 | 0.8 | -7 | -2 | -0.6 | -2.1 | 0.3 | -0.9
Oc1ccccc1Cc1c(O)ccc2ccccc12 | 2.0 | -1.3 | 1 | -1 | 3.8 | -2 | 1 | 1.2 | 0.8 | -0.1 | -0.8
COc1ccc(OC)c(N(CC(=O)NCC2CCCO2)S(=O)(=O)c2ccccc2)c1 (centres undefined) | -0.7 | 0.2 | -1 | -3 | 0.1 | -20 | -6 | 0.3 | 0.3 | 0.0 | -1.0
COc1ccc(-n2nnnc2SCC(=O)N2CCCC2=O)cc1 | 0.2 | 0.0 | -1 | -2 | 0.5 | -3 | 4 | 0.9 | 1.5 | 2.4 | -1.3
Clc1ccc(CCNc2nc3ccccc3n3nnnc23)cc1 | 0.7 | 0.0 | 0 | 3 | 0.8 | -3 | 20 | 2.2 | 2.2 | -0.4 | -1.1
Cc1ccc(NC(=O)c2cccnc2)cc1S(=O)(=O)N(C)C | -2.5 | -1.8 | 1 | -1 | -0.5 | 1 | -1 | 1.4 | 0.3 | 0.4 | -1.5
Cc1ccc(-n2c(SCC(=O)N/N=C/c3ccccc3OCC(=O)O)nc3ccccc3c2=O)cc1 | -2.9 | 0.4 | -8 | -3 | -0.5 | 0 | 3 | -1.9 | -1.1 | 0.2 | -0.9
Nc1ncnc2c1ncn2[C@@H]1O[C@H](CNC(=O)OC[C@@H](N)Cc2ccccc2)[C@@H](O)[C@H]1O | 2.3 | -1.4 | 1 | -3 | · | -6 | 1 | · | 1.4 | 0.1 | -1.2
COc1cc(/C=N/NC(=O)C2CCN(CC(O)COCc3ccccc3)CC2)cc(OC)c1OC (centres undefined) | -1.8 | -1.7 | -5 | -2 | -0.1 | -6 | 0 | -2.0 | -0.7 | -0.4 | -0.8
CCOc1cc(CNCC(C)C)c(Cl)cc1OCC(=O)Nc1ccccc1 | 0.6 | 1.9 | -4 | -2 | -0.9 | 2 | -7 | -8.2 | -0.7 | 0.8 | -0.4
CCc1cc2c(-c3ccccc3)cc(=O)oc2c(CN2CCOCC2)c1O | 1.7 | -1.9 | -10 | -6 | 1.8 | -28 | -1 | 0.3 | 0.3 | 0.0 | -0.7
NS(=O)(=O)c1ccc(CCNCc2cc(Br)ccc2OCc2ccccc2)cc1 | -1.9 | -0.3 | 0 | -2 | -1.2 | 4 | -29 | -3.2 | 3.7 | -0.9 | -1.9
COc1ccc(N(CC(=O)Nc2cc(C)ccc2C)S(=O)(=O)c2c(C)noc2C)cc1 | -0.7 | -1.2 | 2 | 1 | -1.0 | 2 | -2 | 0.9 | 0.3 | -1.6 | -1.4
CCOC(=O)c1cnn2c(SC)ncnc12 | -0.5 | -0.2 | -3 | 0 | 0.5 | -9 | 1 | 0.8 | -0.7 | -1.2 | -1.4
Cc1cc(C(F)(F)F)nn1Cc1n[nH]c(=S)n1Cc1ccccc1 | -1.8 | 0.1 | -3 | -4 | 0.3 | -5 | 0 | 0.9 | -1.4 | -0.9 | -1.5
N/C(COc1ccccc1)=N\NC(=O)c1cccnc1Oc1ccccc1 | -0.5 | -0.1 | 0 | -4 | 0.4 | 6 | 0 | -0.3 | 0.8 | -0.2 | -1.0
CCOC(=O)c1cnc2cc(-c3ccc(C)cc3)nn2c1-c1ccccc1 | 0.0 | 1.3 | -5 | 0 | -0.7 | -17 | 3 | -1.4 | -0.2 | -0.2 | 0.1
Cn1c(=O)c2cc(NC(=O)NCc3ccc(Cl)cc3Cl)ccc2n1Cc1ccc(F)cc1 | -0.1 | -2.4 | -206 | -3 | · | i | -6 | -2.9 | -1.9 | -0.7 | -1.1
COc1ccccc1CNC(=O)[C@H](C)NC(=O)C1CCN(C(=O)[C@@H](N)Cc2ccccc2)CC1 | -2.4 | 1.5 | -2 | 0 | 3.0 | -5 | 1 | 0.2 | -0.2 | 1.2 | -0.5
COc1ccc(/C=N\NC(=O)c2ccc(F)cc2)cc1COc1ccccc1C(N)=O | -0.8 | -1.8 | 2 | -1 | -0.1 | -16 | -15 | -1.5 | -1.4 | 0.1 | -0.9
O=C(Nc1ccccc1C(=O)O)c1cc(S(=O)(=O)Nc2ccccc2)ccc1Cl | -2.3 | -1.6 | 0 | -4 | 1.9 | -3 | -2 | -0.6 | 2.0 | 0.2 | -1.4

Marked active in SMARCA2 activ, among the entries above:
mol	PG9 Ab binder	ADAM17 inh	SMARCA2 activ	DAX1 inh-1	ADAM10 inh	GC-A act	FXN GAA850 act	hcDAF12 agonist	DAX1 inh-2	ssDAF12 agonist
COc1ccc(OCC(=O)N/N=C(\C)CC(=O)Nc2ccc(OC)cc2[N+](=O)[O-])cc1	-0.9	0	8.7*	0.2	10	·	-1.3	-0.3	-0.4	-0.3
Cc1c(Cl)cnc(NC(=O)COC(=O)CCc2nc3ccccc3s2)c1Cl	-0.4	0	9.3*	1.5	11	-1	-0.4	-0.1	-0.1	-0.9
